# yeast rad50 = NCI yeast anticancer drug screen, S. cerevisiae rad50 strain | % growth inhibition at 50 µM | 79,000 compounds, 10% hits | AID 155, 2004;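 also: 0% = growth of vehicle-only cultures of the same strain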
#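 Compounds were tested on a yeast strain with an engineered DNA damage repair alteration; the reported value is growth inhibition normalised to vehicle treatment.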
# yeast mec2-1 = NCI yeast anticancer drug screen, S. cerevisiae mec2-1 strain. 79,000 compounds, 9% hits. AID 157, 2004. % growth inhibition at 50 µM;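 also: 0% = growth of vehicle-only cultures of the same strain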
#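 Vehicle-treated cultures served as reference for growth inhibition of compound-exposed mec2-1 yeast.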
# mlh1 rad18 = NCI yeast anticancer drug screen, S. cerevisiae mlh1 rad18 strain | growth inhibition, % at 50 µM | 79,000 compounds, 11% hits;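 also: 0% = growth of vehicle-only cultures of the same strain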
#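 Yeast w/ defined DNA-repair lesions; compound exposure; growth vs vehicle controls → % inhibition.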
# yeast bub3 = NCI yeast anticancer drug screen, S. cerevisiae bub3 mutant strain; growth inhibition, % at 50 µM; AID 167, 2004; 78,000 compounds, 9.9% hits;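 also: 0% = growth of vehicle-only cultures of the same strain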
#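 Whole-cell yeast assay. The mutant strain was incubated with compounds, and growth inhibition was determined by comparison with vehicle-treated cells.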
# yeast cln2 rad14 = NCI yeast anticancer drug screen, S. cerevisiae cln2 rad14 strain; growth inhibition, % at 50 µM; 78,000 compounds, 8.3% hits; AID 165, 2004;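 also: 0% = growth of vehicle-only cultures of the same strain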
#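 Compounds are applied to the cln2 rad14 yeast strain, and growth is then compared with that of vehicle-treated cultures to give inhibition.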
# sgs1 mgt1 = NCI yeast anticancer drug screen, S. cerevisiae sgs1 mgt1 strain | growth inhibition, % at 50 µM | 78,000 compounds, 10% hits;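 also: 0% = growth of vehicle-only cultures of the same strain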
#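 Yeast cells carrying a defined DNA-repair defect were exposed to test compounds. Growth inhibition was measured relative to vehicle-treated controls.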
# * = called active by the depositor; & = joins results of further samples. Rule as the data show it: active = growth inhibition above about 70%; inactive = the rest.
item	Molecule	yeast rad50	yeast mec2-1	mlh1 rad18
1	CCOC(=O)C(c1ccccc1)S(=O)(=O)O (stereo not given)	0	3	-14
2	c1c(NC2=NCCO2)cc2c3c1CCCN3CCC2	-17	-8	16
3	CCOC(CO)OCC	29	0	-8
4	CC1=C2C(=O)O[C@@H](c3ccoc3)[C@]2(C)CCC1	15	-7	17
5	COc1ccccc1Nc1nc(-c2ccc([N+](=O)[O-])o2)cs1	71*	36	92*
6	CN1C(=O)c2ccccc2C(O)(c2ccccc2)C1(O)c1ccccc1 (stereo not given)	-6	-21	-39
7	CCc1cccc[n+]1[O-]	27&1	-16&-18	14&-12
8	COc1ccc(C2OCC3C2CO[C@H]3c2ccc(OC)c(OC)c2)cc1OC (mixture of isomers)	10	-5	13
9	CC(=O)C[n+]1cccc(Br)c1	-7	9	-6
10	Nc1ccc([N+](=O)[O-])cc1C(=O)Oc1ccccn1	9	5	19
11	CC(C)NC(=O)OCc1c(COC(=O)NC(C)C)c(-c2ccc(Cl)cc2)n2c1CCC2	-30	-24	-24
12	Cc1cc(N)ccc1C(=O)O	2	-8	2
13	CCC1(CC)OC(=O)C(=O)N1N(C)C	-17	-1	-14
14	CSc1ccccc1N.[Cl][Cu][Cl]	29	19	28
15	CS/C(=N\S(=O)(=O)c1cc(C)c(Cl)cc1Cl)NNc1cnc2ccccc2n1	-12	-23	2

item	yeast bub3	yeast cln2 rad14	sgs1 mgt1
1	17	-29	14
2	-3	-22	-18
3	14	9	-3
4	0	-9	14
5	44	93*	87*
6	-12	12	-27
7	0&-5	3&1	7&-4
8	10	-4	5
9	10	-8	10
10	-4	11	8
11	-7	9	-26
12	5	4	-1
13	-11	-15	-14
14	28	15	-2
15	-17	12	-7

# More results:
item	Molecule	yeast rad50	yeast mec2-1	mlh1 rad18
16	OCCC[N+]12CCCN1CCC2	-12	-14	-6
17	NC(=O)c1cc(Br)cc(Br)c1O	62	75*	80*
18	CCOC(CN=c1nc(N(C)C)ss1)OCC	3	-8	-15
19	Clc1ccc(C#Cc2ccccc2)cc1	3	7	-22
20	CCOC(=O)C(C)(/C=C/C(C)C)C(=O)OCC	-10	-15	-11
21	O=C(O)c1ccccc1SC1OC(=O)c2ccccc21 (stereo not given)	0	-9	-1
22	CN1CC(CN2CCCCC2)C(O)C(c2ccccc2)C1 (stereo not given)	10	-4	56
23	CN(C)C(=O)NCCN1CCCCCc2ccccc21	-27	-21	-17
24	CCOc1cc(/C=N/NC(=O)c2ccccc2NC(=O)c2ccccc2)ccc1OC	-22	2	6
25	Cc1ccnc(N=C(N)Nc2cc(C)ccn2)c1	20	26	9
26	O=S(=O)(O)c1ccc2cc(N=Nc3c(O)ccc4ccccc34)ccc2c1	20	5	35
27	O=C(c1ccccc1CO)N1CCCCC1	11	2	-20
28	CC(=O)CC(=O)Nc1ccc(-c2ccccc2)cc1	20	4	0
29	O=C(/C=C/c1ccco1)c1ccc(O)cc1	10	8	-3
30	CN(C)S(=O)(=O)C1(c2ccccc2)CCCC1	15	10	2

item	yeast bub3	yeast cln2 rad14	sgs1 mgt1
16	14	28	-19
17	90*	95*	48
18	43	8	-4
19	-2	3	1
20	-26	-4	-14
21	3	-59	2
22	3	34	9
23	-46	13	6
24	5	-4	18
25	7	11	13
26	4	33	75*
27	-9	-69	-2
28	-7	-16	18
29	-11	-60	6
30	-7	-2	6

# Record cards (already shown).
# Record of O=C(c1ccccc1CO)N1CCCCC1 = yeast rad50 = 11; yeast mec2-1 = 2; mlh1 rad18 = -20; yeast bub3 = -9; yeast cln2 rad14 = -69; sgs1 mgt1 = -2
# Record of OCCC[N+]12CCCN1CCC2 = yeast rad50 = -12; yeast mec2-1 = -14; mlh1 rad18 = -6; yeast bub3 = 14; yeast cln2 rad14 = 28; sgs1 mgt1 = -19

# Entries by screen from the entries so far:
# Entries 22–27 in yeast bub3 read 3, -46, 5, 7, 4, -9

# Remaining list, next part:
item	Molecule	yeast rad50	yeast mec2-1	mlh1 rad18
31	CC[N+]1(C)CC2CCC(CC2)C1 (stereo not given)	-2	35	7
32	CC(=O)c1c(C)[nH]c(C(=O)O)c1C	25	4	17
33	CC(=O)N1Cc2cncnc2C1	-1	6	24
34	CC1CCC(=O)N1c1ccc(N)cc1 (stereo not given)	-19	-16	10
35	Cc1ccc(NC(=O)OCCN(C)C(=O)Nc2ccc(C)cc2C)c(C)c1	6	-11	10
36	CC(C)(C)Nc1ccc(C#N)cc1	29	6	-15
37	C=C/C(C)=C\CC1[C@](C)(O)CC[C@H]2C(C)(C)C(O)CC[C@]12C (stereo not given in full)	29	-18	-72
38	CCOC(=O)CCC(C(=O)OCC)C(C)C(=O)OCC (stereo not given)	-25	-19	-15
39	Nc1ccc(-c2nc3ccccc3[nH]2)cc1	-3	18	-1
40	O=C(c1cccnc1)c1cc(-c2ccccn2)c(=O)n2ccccc12	1	2	-37
41	Cc1ccc(Cl)c(NC(=O)c2ccc(C(=O)Nc3cc(C)ccc3Cl)cc2)c1	-4	6	19
42	Cc1c(N)cc(I)cc1[N+](=O)[O-]	-5	4	14
43	COC(=O)C([O][Ge]([CH3])([CH3])[CH3])c1ccccc1 (stereo not given)	9	-15	-13
44	O=[N+]([O-])c1nccn1CC1OC(n2ccnc2[N+](=O)[O-])C(O)C(O)C1O (stereo not given)	0	3	6
45	NC(Cc1ccc2nc3c4ccccc4c(=O)cc-3oc2c1)C(=O)O (stereo not given)	-23	-41	-14

item	yeast bub3	yeast cln2 rad14	sgs1 mgt1
31	-7	72*	7
32	5	-14	9
33	-1	-17	-2
34	-23	11	-15
35	16	13	37
36	14	-22	12
37	-16	10	-14
38	4	-12	-26
39	19	9	3
40	-16	-1	-14
41	-4	-43	4
42	57	-33	13
43	-13	21	-2
44	25	6	-3
45	10	19	-15

# Only yeast cln2 rad14 and yeast rad50, for some of the entries so far:
cpd	molecule	yeast cln2 rad14	yeast rad50
39	Nc1ccc(-c2nc3ccccc3[nH]2)cc1	9	-3
40	O=C(c1cccnc1)c1cc(-c2ccccn2)c(=O)n2ccccc12	-1	1
41	Cc1ccc(Cl)c(NC(=O)c2ccc(C(=O)Nc3cc(C)ccc3Cl)cc2)c1	-43	-4
42	Cc1c(N)cc(I)cc1[N+](=O)[O-]	-33	-5

# New compounds follow.
item	Molecule	yeast rad50	yeast mec2-1	mlh1 rad18
46	COc1ccc(C[n+]2ccccc2C#N)cc1OC	5	-14	3
47	O=[N+]([O-])c1ccccc1S(=O)(=O)c1ccccc1[N+](=O)[O-]	-26	-9	-21
48	COc1cc(CC2c3cccc(Oc4ccc(C)cc4)c3CCN2C)ccc1Oc1ccc(C)cc1 (stereo not given)	98*	98*	98*
49	COc1ccccc1Br	-4	1	-4
50	CCOC(=O)C(C#N)C1(C(C#N)C(=O)OCC)C(=O)Nc2ccccc21 (stereo not given)	2	15	32
51	COC(=O)CCN	0	3	0
52	CC(C)OP(=O)(OC(C)C)/C(=N/Nc1ccc([N+](=O)[O-])cc1)NNC(=O)c1ccccc1	95*	96*	95*
53	CCCCOc1c(NC(=O)CN2CCOCC2)cccc1C(=O)OCCN(CC)CC	28	12	5
54	Cc1c(-c2ccccc2)cc(O)c2nc3ccccc3n12	-31	6	-37
55	COc1ccc(/C=C2/C(=O)N(C(=O)c3ccccc3O)N=C2C)cc1OC	67	53	55
56	CC(C)(C)NC(=O)C(Br)c1ccccc1 (stereo not given)	0	23	16
57	CCC(=O)Oc1ccc(OC(=O)CC)cc1	12	5	11
58	O=C1CCCc2c1ccc1ccccc21	53	11	33
59	CCCCn1[nH]c(=O)ccc1=O	17	8	-3
60	CCCCCCCCCCCCCCCCCCOC(=O)Nc1ccc(C)c(NC(=O)OCCCCCCCCCCCCCCCCCC)c1	70*	61	79*

item	yeast bub3	yeast cln2 rad14	sgs1 mgt1
46	4	-16	-10
47	-2	-10	-14
48	97*	97*	99*
49	-32	-15	-2
50	25	22	20
51	4	1	-5
52	95*	87*	94*
53	20	35	23
54	12	2	-17
55	77*	57	47
56	54	-2	34
57	-1	7	7
58	36	4	33
59	-8	11	2
60	84*	26	60

# (further entries)
item	Molecule	yeast rad50	yeast mec2-1	mlh1 rad18
61	Cc1cc(C)n2c(N)nnc2c1	4	-3	-16
62	CCC(=O)N(CCC(C)C)c1ccccc1	12	-2	-12
63	CCOC(=O)c1ccc(NCC2CNc3ccccc3N2)cc1 (stereo not given)	36	-11	18
64	CCN(Cc1cccc(S(=O)(=O)O)c1)c1ccc(C(=C2C=CC(=[N+](CC)Cc3cccc(S(=O)(=O)O)c3)C=C2)c2ccc(O)cc2S(=O)(=O)O)cc1	-115	-127	-137
65	O=C1CCC/C1=C/c1ccccc1	2	-5	0
66	CCOC(=O)/C=C(\C)c1ccc([N+](=O)[O-])cc1	36	-17	4
67	Cc1ccc2[nH]cc(C=O)c2c1	25	-30	14
68	O=Cc1[nH]c(=O)[nH]c(=O)c1CO	-26	-28	-22
69	CCCCCCC(C)NCC(=O)Nc1ccccc1C (stereo not given)	-3	14	31
70	CN1C=Cc2ccccc2C1C(C1c2ccccc2C=CN1C)[N+](=O)[O-] (stereo not given)	-6	-10	-14
71	CC1Cc2c(N)nc(N)nc2NC1=O (stereo not given)	20	14	12
72	CN(C)c1ccc(C=Nc2ccc(OCCCCCCCCCCC(=O)O)cc2)cc1	83*	60	72*
73	CCOC(=O)C(C)N1CCCCCCC1 (stereo not given)	-20	-14	-1
74	CCC(/C=C/c1ccccc1)=N\NC(=O)c1ccc(Cl)cc1	16	6	8
75	Cc1cc(C(O)(C(F)(F)F)C(F)(F)F)c(I)c(C(O)(C(F)(F)F)C(F)(F)F)c1	97*	99*	98*

item	yeast bub3	yeast cln2 rad14	sgs1 mgt1
61	5	-7	-6
62	-19	41	-9
63	23	-8	18
64	-136	-110	-71
65	1	-16	-7
66	17	-95	-18
67	6	5	14
68	-1	-5	1
69	60	-45	26
70	16	3	49
71	9	2	20
72	84*	75*	77*
73	-6	-26	-2
74	20	2	8
75	99*	90*	99*

# Given with each value named: entries from further up.
[49] COc1ccccc1Br
  yeast rad50: -4 | yeast mec2-1: 1 | mlh1 rad18: -4 | yeast bub3: -32 | yeast cln2 rad14: -15 | sgs1 mgt1: -2
[50] CCOC(=O)C(C#N)C1(C(C#N)C(=O)OCC)C(=O)Nc2ccccc21 (stereo not given)
  yeast rad50: 2 | yeast mec2-1: 15 | mlh1 rad18: 32 | yeast bub3: 25 | yeast cln2 rad14: 22 | sgs1 mgt1: 20
[51] COC(=O)CCN
  yeast rad50: 0 | yeast mec2-1: 3 | mlh1 rad18: 0 | yeast bub3: 4 | yeast cln2 rad14: 1 | sgs1 mgt1: -5

# Carrying on:
item	Molecule	yeast rad50	yeast mec2-1	mlh1 rad18
76	CC(C)CC(NC(=O)COc1c(Cl)cc(Cl)cc1Cl)C(=O)O (stereo not given)	-3	10	0
77	COc1nc2ccc(CNc3ccc(C(=O)NC(CCC(=O)O)C(=O)O)cc3)cc2nc1OC (stereo not given)	-11	-1	-6
78	Cc1c(-c2ccc(Cl)cc2)n[nH]c1-c1[nH]nc(-c2ccc(Cl)cc2)c1C	-2	-2	-2
79	CCC1COS(=O)(=O)CS(=O)(=O)O1 (stereo not given)	-28	-16	3
80	CCOc1ccc(/C=N/NC(=O)COCC(=O)N/N=C/c2ccc(OCC)c(OC)c2)cc1OC	-7	-6	-4
81	O=C1NC2C3CCC(C3)C12 (stereo not given)	-9	2	3
82	CN(C=O)c1c(F)cc(C(=O)O)cc1F	3	4	8
83	C/C(=N\NC(=S)NNC(=S)N(C)c1ccccc1)c1ccccn1	87*	90*	85*
84	CC(=O)OC1CCC2(C)C(=CC=C3C2CCC2(C)C(C(C)=O)CCC32)C1 (stereo not given)	7	25	31
85	Cc1nc(C)c(N2CCN(C#N)CC2)c(=O)[nH]1	-53	-24	-40
86	CNC(=O)OCc1c(COC(=O)NC)c(-c2ccc(N)cc2)n(C)c1C	-3	-11	-44

item	yeast bub3	yeast cln2 rad14	sgs1 mgt1
76	1	-22	14
77	1	1	2
78	-11	4	-26
79	12	-41	-3
80	3	-12	-13
81	13	3	-7
82	-7	4	-3
83	87*	86*	88*
84	18	6	8
85	-12	0	-29
86	-19	3	-16

# Source: PubChem (NCI)
